SUMO1-SIM PPI = alters human SUMO1 binding to SIM partners; P63165; SUMO1 binding to a labelled peptide, TR-FRET, 1 h; inhibition, % at 20 µM; actives 0.33% (n = 360,000); in the data active = inhibition above about 37%
Rpn11 inh = Rpn11 (human) deubiquitinase inhibition. O00487. human 26S proteasome, Ub4-pepOG fluorescence polarization; 20S core pre-blocked with epoxomicin. calls only at 20 µM. actives 0.59% (n = 360,000). AID 588493;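 active = inhibition at 20 µM, scaled to each plate's controls, above about 33%, limit read from the data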
LMPTP inh = blocks human LMPTP phosphatase | AID 651560 | P24666 | inhibition, % at 20 µM | recombinant LMPTP-A, OMFP fluorogenic substrate, fluorescence intensity | actives 0.22% (n = 360,000);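 active = compounds that cut the enzyme signal by at least half of the control window in the single-dose screen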;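 note: plate controls were DMSO wells with enzyme plus substrate for no effect and substrate without enzyme for full effect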
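Material: LMPTP-A; amount: 0.625 nM enzyme; doses: single 20 µM dose; times: reaction 50 min, room temperature, dark; technique: fluorescence intensity of OMFP turnover product; benchmarks: no-enzyme and uninhibited controls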
STEP inh = STEP (human) phosphatase inhibition. inhibition, % at 20 µM. recombinant STEP, OMFP fluorogenic substrate, fluorescence. actives 0.25% (n = 360,000). P54829;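 active = inhibition at 20 µM, scaled per plate between control wells, above about 37%, limit read from the data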;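 note: 0% = DMSO with enzyme and substrate and 100% = substrate only without enzyme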
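Assay system: isolated STEP enzyme. Buffer or medium: pH 6.0 Bis-Tris with DTT and Tween 20. Also added: fluorogenic phosphatase substrate OMFP at 25 µM final. Dosing: 20 µM, 1% DMSO. Timing: 20 min reaction, room temperature, in the dark. Measured by: fluorescence intensity, excitation 480 nm, emission 540 nm. Evaluation: normalized % inhibition.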
Scp1 inh = Scp-1 (human) phosphatase inhibition; actives 0.88% (n = 340,000); Q9GZU7; Recombinant Scp1, phosphopeptide, malachite green phosphate absorbance; inhibition, % at 20 µM;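 active = inhibition above about 50% at 20 µM, limit read from the data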;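 note: plate controls were DMSO wells with enzyme for no effect and wells lacking enzyme for full effect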
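Test system – truncated SCP-1 phosphatase (76-261aa) · Reagent – Phosphorylated 17-residue peptide substrate · Incubation – 45 min room-temperature reaction, 5 min colour, 30 min stabiliser · Detection – colorimetric phosphate reagent with accelerator and stabiliser, absorbance at 630 nm · Measure – % inhibition at 20 µM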
MT1-MMP act inh = inhibitors of human MT1-MMP activation; HT1080 RFP-PRO-GFP cells, GFP/RFP ratio fluorescence, overnight; percent of plate control window, DMSO zero; actives 0.061% (n = 360,000); GFP/RFP ratio change, % at 20 µM; AID 651647; P50281;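 active = GFP/RFP ratio change of at least 30% with cell ATP level not reduced by more than half and red fluorescence within 50% of control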; note: strong numbers were not always called active
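Assay system – RFP-PRO-GFP reporter HT1080 cells · Compound dosing – single dose of 20 µM compound, 1% DMSO final · Incubation – overnight compound exposure at 37 °C · Measure – GFP/RFP fluorescence ratio · Benchmarks – DMSO wells and RFP-L50D-GFP cells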
SKN-1 block = inhibitors of C. elegans SKN-1; inhibition, % at 21.8 µM; C. elegans VP596 Pgst-4::GFP/RFP ratio, acrylamide-induced, 24 h; actives 0.49% (n = 360,000); AID 624304;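 active = interference check ratio from 0.5 to 1.5 plus GFP to RFP signal ratio inhibition reaching or exceeding a fixed threshold, cut at about 30% in these data, passing the limit was not always enough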; note: some compounds called inactive have numbers as strong as hits
DNMT1 inh = blocks human DNA methyltransferase DNMT1. P26358. DNMT1 molecular beacon, Hinp1I cleavage, fluorescence. inhibition (reported as % activation of signal), % at 10 µM. actives 0.83% (n = 360,000); in the data active = inhibition above about 50%
Target sequence (P26358 504-1616 limits assumed): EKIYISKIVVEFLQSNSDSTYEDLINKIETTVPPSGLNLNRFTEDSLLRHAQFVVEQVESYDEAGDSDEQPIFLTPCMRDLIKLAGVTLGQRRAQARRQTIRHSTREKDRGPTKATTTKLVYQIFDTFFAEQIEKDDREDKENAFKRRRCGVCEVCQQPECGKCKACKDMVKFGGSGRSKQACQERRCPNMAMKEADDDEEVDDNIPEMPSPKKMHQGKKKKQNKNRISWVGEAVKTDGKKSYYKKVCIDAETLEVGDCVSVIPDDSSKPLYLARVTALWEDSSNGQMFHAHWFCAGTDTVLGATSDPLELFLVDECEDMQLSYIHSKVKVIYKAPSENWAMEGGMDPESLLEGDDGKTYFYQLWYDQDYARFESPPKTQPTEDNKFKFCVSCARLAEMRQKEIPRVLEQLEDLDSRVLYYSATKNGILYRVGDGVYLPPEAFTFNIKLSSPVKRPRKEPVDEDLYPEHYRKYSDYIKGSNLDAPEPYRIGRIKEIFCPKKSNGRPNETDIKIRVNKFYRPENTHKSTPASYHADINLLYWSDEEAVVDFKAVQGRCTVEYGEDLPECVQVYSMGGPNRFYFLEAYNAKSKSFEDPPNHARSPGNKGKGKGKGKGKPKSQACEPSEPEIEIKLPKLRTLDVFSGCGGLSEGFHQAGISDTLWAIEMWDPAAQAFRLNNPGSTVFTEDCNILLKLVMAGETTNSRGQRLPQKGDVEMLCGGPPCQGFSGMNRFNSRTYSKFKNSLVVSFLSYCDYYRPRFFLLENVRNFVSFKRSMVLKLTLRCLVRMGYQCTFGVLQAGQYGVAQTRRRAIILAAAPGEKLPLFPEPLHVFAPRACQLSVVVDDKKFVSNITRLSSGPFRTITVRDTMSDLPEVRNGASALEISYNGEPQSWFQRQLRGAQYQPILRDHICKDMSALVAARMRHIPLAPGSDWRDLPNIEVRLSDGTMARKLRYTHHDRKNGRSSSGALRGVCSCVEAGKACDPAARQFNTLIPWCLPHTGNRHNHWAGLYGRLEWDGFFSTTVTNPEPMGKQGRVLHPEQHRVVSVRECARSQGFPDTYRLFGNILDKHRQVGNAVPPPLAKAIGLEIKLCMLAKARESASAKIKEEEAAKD
CendR NRP1 mod = NRP-1/CendR interaction modulation | O14786 | inhibition, % at 25 µM | FAM-RPARPAR peptide binding to NRP-1, fluorescence polarization | AID 602438 | actives 0.85% (n = 360,000);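 active = inhibition or corrected inhibition above about 18%, plus a signal ratio from 0.5 to 1.5, limit read from the data, passing the limit was not always enough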; note: strong numbers were not always called active
NadD inh = NadD (S. aureus) enzyme inhibition; purified NadD enzyme, colorimetric absorbance read-out; inhibition, % at 20 µM; actives 0.78% (n = 360,000); in the data active = inhibition above about 26%; note: some compounds past the cut are filed as inactive
The depositor's hits bear a star; i = inactive; / = not tested or not shown. This is a subset (hit frequency here may not be typical).

molecule | MT1-MMP act inh | Rpn11 inh | SKN-1 block | CendR NRP1 mod | STEP inh | LMPTP inh | SUMO1-SIM PPI | NadD inh | DNMT1 inh | Scp1 inh
CCOc1ccc(NC(=O)C2C3c4ccccc4C(c4ccccc43)C2C(=O)O)cc1 (stereo not given) | -3 | i | -2 | -2 | 2 | -0.2 | 4 | -1 | -3 | -11
C=CCn1c(O)c(C(C)=NCCCN(C)C)c(=O)[nH]c1=O | 2 | i | -7 | -10 | 0 | -6.4 | -5 | -7 | -5 | 0
COC(=O)C1=C(c2c(C)noc2C)C[C@@H]2CC[C@H]1N2C(=O)NCc1ccc2c(c1)OCO2 | -2 | i | 22 | -11 | -1 | 0.0 | -4 | 1 | 3 | -11
CN(C)c1ccc(C2C3C=CC(C3)C2(C#N)C(=O)O)c(Br)c1 (stereo not given) | 2 | i | 1 | 2 | 1 | -0.8 | 1 | 1 | 4 | 1
O=C(COc1ccc(Br)cc1)N1CCN(Cc2ccncc2)CC1 | 3 | i | -20 | 2 | -1 | -6.1 | -1 | -1 | 1 | -5
O=C1CC(=O)N(c2ccccc2)C(=O)N1 | -2 | i | -15 | 8 | -3 | 0.0 | -7 | 3 | 2 | 1
C/C(=N/O)c1ccc2ccc3ccccc3c2c1 | -3 | i | 4 | -5 | 0 | 0.1 | -5 | -4 | -6 | -5
Cc1ccc(OP(=O)(NC(C)c2ccccc2)Oc2ccc(C)cc2)cc1 (stereo not given) | -4 | i | -1 | 20 | 1 | 2.8 | -1 | 7 | 0 | -6
CCOC(=O)[C@]12Cc3cc(C)ccc3[C@H]1N(Cc1ccccc1)C(=O)c1cc(OC)ccc12 | -15 | / | 8 | 11 | / | 5.3 | 4 | 0 | / | /
COC(=O)C1=C(c2cccc(OCc3ccccc3)c2)C[C@@H]2CC[C@H]1N2C(=O)NC1CCN(Cc2ccccc2)CC1 | 2 | i | -15 | 6 | 2 | -0.4 | -3 | 2 | -4 | 0
CN(C)Cc1c[nH]c2cc([N+](=O)[O-])ccc12 | 0 | i | 6 | 16 | -2 | -1.9 | -29 | -2 | -9 | -10
COc1ccccc1NC(=O)COC(=O)c1cc(C)n(C2CC2)c1C | 1 | i | -2 | -7 | 0 | 1.9 | -1 | -2 | -1 | 2
CCN(CC)c1ccc([N+](=O)[O-])c2cccnc12 | 3 | i | 18 | -4 | 4 | 5.8 | -56 | 5 | -6 | -6
CN(C)C(=O)Oc1ccc2c(c1)O/C(=C\c1cccc(Cl)c1)C2=O | -1 | i | 12 | 1 | -1 | 2.2 | -33 | -3 | -1 | -6
O=C(Cn1cnc2ccccc2c1=O)NCC(=O)N1CCC2(CC1)OCCO2 | -1 | i | -14 | -16 | 4 | 0.1 | 2 | -6 | 3 | -2
CN1CCN(Cc2cc(C(C)(C)C)c(O)c(C(C)(C)C)c2)CC1 | -3 | i | 2 | -2 | 1 | -5.0 | 1 | -13 | 4 | -6
Cc1cc(C)n2nc(SC(C)C(=O)N3CCC4(CC3)OCCO4)nc2n1 (stereo not given) | 0 | i | 12 | -2 | -4 | -1.9 | -2 | -7 | 3 | -6
O=[N+]([O-])c1c(Cl)c(Cl)c(Cl)c(Cl)c1Cl | 9 | i | 7 | 8 | 0 | 0.0 | 5 | 2 | -1 | 0
O=C(O)[C@H]1C[C@@H]1[C@H](NP(=O)(c1ccccc1)c1ccccc1)c1ccccc1 | -5 | i | -11 | -1 | 2 | -0.3 | 2 | 3 | 3 | 0
CN1C2CCC1/C(=C/c1ccccn1)C(=O)/C2=C\c1ccccn1 | -38 | i | -13 | 6 | 0 | -0.9 | 7 | -4 | 4 | -2
Cc1cc(OCC(=O)OC(C)(C)C)c2c3c(c(=O)oc2c1)CCC3 | -1 | i | -10 | -8 | 0 | -1.4 | 0 | 0 | 7 | 5
COC(=O)C1=C(c2cccc(OC)c2OC)C[C@@H]2CC[C@H]1N2C | -1 | i | -2 | 1 | 2 | -1.3 | 3 | 1 | 1 | -11
CCOC(=O)[C@@]12C(=O)C(=O)N[C@]1(c1ccccc1)C1OCCCC12 (stereo not given in full) | 4 | i | 9 | 0 | -1 | -0.9 | 1 | 1 | -9 | -2
COc1ccc(CCNCc2ccncc2)cc1OC | -5 | i | 16 | 5 | 0 | 0.2 | -6 | 5 | -2 | -10
COc1ccccc1N=Cc1c(O)n(C)c(=O)n(C)c1=O | -5 | i | 10 | 2 | -3 | 0.1 | -5 | -1 | -1 | -2
CN1CCN(Cc2nnc3n2-c2ccc(Cl)cc2C(c2ccccc2)=NC3)CC1 | -2 | i | 9 | 5 | 0 | -2.3 | -3 | -3 | 2 | -5
CC1CN(C)C(C)(C)CC1(O)c1ccccc1 (stereo not given) | -1 | i | 4 | 4 | -2 | -1.4 | -4 | -1 | 0 | -8
O=c1[nH]c(=S)n(-c2ccc(Cl)cc2)c(O)c1/C=N/N1CCOCC1 | -1 | i | -2 | -26 | -1 | -0.8 | 1 | 2 | 1 | -4
CCOc1ccc(-n2c(O)c(N=Nc3ccc([N+](=O)[O-])cc3)c(=O)[nH]c2=O)cc1 | 6 | i | 2 | -5 | 1 | 0.3 | -16 | 4 | -3 | -6
Cc1c(NS(=O)(=O)c2ccccc2)ccc([N+](=O)[O-])c1Cl | 4 | i | 12 | -5 | -5 | 0.4 | -19 | -2 | -1 | -10
C[C@]12CC[C@H](O)CC1=CCC1C2CC[C@@]2(C)C1CC[C@@H]2OCc1ccccc1 (stereo not given in full) | 4 | i | 1 | -8 | -2 | -0.4 | -3 | 2 | 0 | -18
COC(=O)C1=C(c2ccc(S(C)(=O)=O)cc2)C[C@@H]2CC[C@H]1N2C(=O)N1CCOCC1 | 0 | i | -5 | 5 | 0 | -0.7 | 4 | 0 | 67* | -7
N#Cc1cc2c(nc1SCC(=O)Nc1cc(Cl)ccc1Cl)C1CCN2CC1 | 0 | i | 16 | -8 | 2 | 0.0 | 1 | 1 | -5 | -5
CCC(C)n1c(O)c(/C=N/NC(=O)c2ccncc2)c(=O)[nH]c1=S (stereo not given) | 23 | i | -7 | -8 | -2 | -0.3 | -9 | -2 | -1 | -5
Cc1cc(=O)oc2cc(OCC(=O)N3CCN(Cc4ccccc4)CC3)ccc12 | 0 | i | -10 | 5 | -1 | -0.3 | -1 | 1 | 3 | 5
COC(=O)C(O)(c1cn(C)c2ccccc12)C(F)(F)F (stereo not given) | 0 | i | -2 | 8 | 0 | -0.1 | -3 | 7 | 0 | 5
CCOC(=O)c1c(C)n(Cc2ccccc2)c2ccc(O)cc12 | 7 | i | 3 | 5 | 0 | 1.1 | 4 | -12 | -4 | -7
CCOC(=O)Cn1cc(C(=O)c2ccccc2F)c2ccccc21 | 5 | i | -27 | 10 | 0 | -0.5 | 2 | -5 | -1 | -9
Cc1cccc2c1=NC(=O)/C(=C/c1c(O)[nH]c(=O)[nH]c1=O)C=2 | 1 | i | -4 | 0 | -3 | 1.1 | -4 | 0 | 10 | 0
CC[C@@H](CO)C1CC2NC3CC4(c5ccccc5N(C)[C@@H]24)C(O)C31 (stereo not given in full) | 5 | i | 7 | -7 | -1 | -0.2 | 1 | 2 | -6 | 1
Cc1c(Br)c(=O)oc2cc(OCC(=O)N3C[C@H]4C[C@@H](C3)c3cccc(=O)n3C4)ccc12 | 3 | i | -3 | -3 | 8 | -0.6 | -17 | 1 | 3 | 4
COc1ccc(OC)c(NP(=O)(Oc2ccccc2)Oc2ccccc2)c1 | -1 | i | 14 | 6 | 0 | 2.3 | 2 | -10 | 6 | -14
COc1ccccc1C(=O)Nc1ccc2c(c1)CC1(C(=O)N(C)C(=O)N(C)C1=O)C1CCCN21 (stereo not given) | -5 | i | -1 | -24 | -1 | 8.0 | 1 | 4 | -14 | 0
CCCNC(=O)N1[C@H]2CC[C@@H]1C(C(=O)OC)=C(c1ccc3ccccc3c1)C2 | 1 | i | 1 | -4 | 0 | -0.4 | -8 | -9 | 0 | 1
CN1CCN(c2ccc(NC(=O)Oc3ccccc3)cc2)CC1 | -9 | i | 1 | 5 | -2 | -1.5 | -1 | -6 | -1 | 1
Cc1nnc2ccc(-c3cccc(C(F)(F)F)c3)nn12 | 5 | i | 4 | -8 | -2 | -0.5 | -16 | -1 | -1 | -6
O=C(c1cc(Cl)cc(Cl)c1)N1Cc2ccccc2-n2nncc2C1 | -3 | i | 1 | -3 | -1 | -0.9 | -1 | 5 | 4 | /
CNc1ccc2oc(C[C@H]3O[C@@]4(CC[C@H]3C)O[C@H]([C@H](C)C(=O)c3ccc[nH]3)[C@H](C)C[C@H]4C)nc2c1C(=O)O | -10 | i | 5 | -17 | 4 | 3.9 | 6 | 59* | 14 | -9
C[C@]12CCC3C(CC[C@@H]4C[C@H](O)CC[C@]34C)C1CCC2=O (stereo not given in full) | -1 | i | 0 | 16 | 1 | -0.1 | 4 | 0 | 1 | -3
COC(=O)C(O)(c1ccc(NC(=O)c2cccs2)cc1)C(F)(F)F (stereo not given) | 0 | i | 28 | 0 | 0 | -1.4 | 1 | -4 | -41 | -11
CC(=O)N1N=C2C3CCN(CC3)C2C1c1ccc(Br)cc1 (stereo not given) | -2 | i | -3 | 11 | 2 | 0.1 | -3 | -2 | 0 | -5

Record cards (already shown). Values in the order: MT1-MMP act inh	Rpn11 inh	SKN-1 block	CendR NRP1 mod	STEP inh	LMPTP inh	SUMO1-SIM PPI	NadD inh	DNMT1 inh	Scp1 inh
COc1ccc(OC)c(NP(=O)(Oc2ccccc2)Oc2ccccc2)c1 reads -1	i	14	6	0	2.3	2	-10	6	-14
COc1ccccc1C(=O)Nc1ccc2c(c1)CC1(C(=O)N(C)C(=O)N(C)C1=O)C1CCCN21 (stereo not given) reads -5	i	-1	-24	-1	8.0	1	4	-14	0
Cc1nnc2ccc(-c3cccc(C(F)(F)F)c3)nn12 reads 5	i	4	-8	-2	-0.5	-16	-1	-1	-6
CCCNC(=O)N1[C@H]2CC[C@@H]1C(C(=O)OC)=C(c1ccc3ccccc3c1)C2 reads 1	i	1	-4	0	-0.4	-8	-9	0	1
C[C@]12CCC3C(CC[C@@H]4C[C@H](O)CC[C@]34C)C1CCC2=O (stereo not given in full) reads -1	i	0	16	1	-0.1	4	0	1	-3
